IkB signaling: IkB pathway inhibition in ABC-DLBCL cells | AID 445 | Potency, µM (titrated, usually from 57.1 µM), inactives show at the top dose IkBa stabilization activation | actives 0.04% (n = 110,000) | ABC-DLBCL IkBa-CBG/CBR dual luciferase ratio, 4 h; response scale: scaled: untreated 0%, proteasome inhibitor 100%; active = well fitted curve in the direction sought with a large enough effect in the signal ratio, not every such curve was filed as active; inconclusive = small, poorly fitted or top-dose-only effect, or a change in a side signal; the % refers to the signal ratio;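 note: the direction sought is a rising ratio; 0% = basal untreated cells and 100% = reference inhibitor full response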
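Luminescence ratio of IκBα-fused green versus native red beetle luciferase in OCI-Ly3 cells, 4 h post-doxycycline with compound; red signal alone, scaled from basal (0%) to zero light (-100%), flagged nonspecific or cytotoxic effects.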
Peg3 imprint: induces erasure of genomic imprints in mouse ES cells; AID 1948; mouse ES Peg3-LacZ reporter, beta-gal luminescence, 40 h; actives 0.02% (n = 110,000); Potency, µM (doses to about 60.7 µM), for the others: at the top dose activity change, positive = activation, hits mostly activators;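 note: 0% = negative control wells on the plate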
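Each well holds 300 Peg3LacZ-Neo (maternal) female ES cells incubated 40 h at 37C, 5% CO2. LacZ is measured by BetaGlo luminescence, with AC50 and maximum efficacy derived from dose-response curves.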
p53ts 32C tox: cytotoxicity in p53ts cells at permissive temperature; actives 0.93% (n = 130,000); AID 924; H1299-p53A138V at 32C, ATP luminescence viability, 24 h; Potency, µM (titrated, usually from 46.1 µM), for the others: at the top dose activity change, negative = cytotoxicity, usual class: cytotoxic;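 note: 0% = DMSO and -100% = full killing by reference compound; nearly all actives have a fitted effect of over 55% in size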
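H1299-p53 A138V cells (temperature-sensitive p53) exposed 24 h to up to 46 uM compound at 32C, where p53 is wild-type in conformation. Viability read as ATP luminescence and normalised to DMSO and 100 uM tamoxifen. AC50 fitted with the Hill equation.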
p53ts 39C kill: kills p53ts cells at the nonpermissive temperature; H1299-p53A138V viability at 39C, ATP luminescence, 24 h; Potency, µM (doses to about 46.1 µM), for the others: at the highest dose activity change, negative = cell killing, most hits filed as cytotoxic; actives 1.5% (n = 130,000); AID 902; note: nearly all actives have a fitted effect of over 55% in size
Numbers without * were called inactive; ? = inconclusive; nt = no result given; [ ] = another dose, or the depositor's remark. Unless noted, calls come from the whole dose curve; as a rule, active = well fitted curve in the direction sought with a large enough effect; inconclusive = small, poorly fitted or top-dose-only effect, or another doubt; inactive = no such curve, though single readings can be large; an effect the other way counts as inactive or inconclusive. Unless noted, % is set by controls: 0 for no effect and ±100 for the full control effect; potency is the fitted concentration of half-maximal effect.

Second line of a record – IkB signaling | Peg3 imprint | p53ts 32C tox | p53ts 39C kill
- Cc1ccc(C(=O)c2oc3ccccc3c2NC(=O)COc2ccc(C(C)C)cc2)cc1
→ -4.0% | -8%[10.9 µM] | 3% | 7%
- OC1c2ccccc2-c2nc3ccccc3cc21 (stereo unspecified)
→ nt | -86%[inhibitor] | ? | 10µM*
- COc1ccc(-c2nnc(C3CCN(C(=O)c4ccccc4F)CC3)o2)cc1
→ 0.4% | -5%[10.9 µM] | -10% | 4%
- N#CCCn1cc(C(CC(=O)c2ccccc2)C(=O)O)c2ccccc21 (stereo unspecified)
→ 1.7% | -13% | 7% | 5%
- COc1ccc(OC)c(CNC(=O)c2cnc(N(C)C)nc2)c1
→ -0.1% | 14%[10.9 µM] | 4% | -15%
- COc1ccc(-n2nc(C(=O)N3CCCCC3)c3ccccc3c2=O)cc1
→ 0.4% | -8% | -3% | -9%
- COc1ccc2c(c1)[n+]([O-])c(/C(C)=N/NC(N)=S)c(C)[n+]2[O-]
→ 1.3%[11.4 µM] | nt | 6%[9.22 µM] | 3%[9.22 µM]
- COc1cc(OC)c(Nc2cc(C)nc3nc(C)nn23)cc1Cl
→ 2.3% | -18% | 22% | 2%
- Cc1csc(NC(=O)c2ccco2)n1
→ -3.0% | -70%[inhibitor] | -10% | -5%
- COc1ccc(N2CCN(c3csc4ccccc4c3=O)CC2)cc1
→ ? | -12%[10.9 µM] | -4% | -12%
- CCC(C(=O)NCCc1ccc(Cl)cc1)n1ccc2cc(S(=O)(=O)N3CCCCC3)ccc21 (stereo unspecified)
→ ? | -9%[10.9 µM] | 7% | -4%
- CCCCCCCCC(=O)NCc1cc(OC)c(O)cc1I
→ ? | -7% | 4% | 32µM*
- COc1ccc2cc(C(=O)NCc3ccco3)c(=O)oc2c1
→ 6.4% | -31%[inhibitor] | ? | 0%
- COc1cccc(OCC(O)CN2CCC(Cc3ccccc3)CC2)c1 (stereo unspecified)
→ 1.4% | -28% | -20% | -6%
- CCOc1cc(C2NC(=O)NC(O)(C(F)(F)F)C2C(=O)c2ccc(Cl)cc2)ccc1O (stereo unspecified)
→ 0.3% | -4% | -3% | 12%
- Cc1cc(C)c(NC(=O)c2cc3c(=O)n4ccccc4nc3n2C)c(C)c1
→ 0.1% | -9%[10.9 µM] | 5% | 1%
- N#Cc1c(NC(=O)c2cc3nc(-c4ccc(Br)cc4)cc(C(F)(F)F)n3n2)sc2c1CCCC2
→ -0.6% | -11%[10.9 µM] | 8% | 7%
- O=C(CSC1CCCCC1)Nc1nccs1
→ -2.5% | -8% | 3% | -6%
- Cc1ccc(CNC(=O)C2(CC(C)C)C=CCN2C(=O)c2ccccc2)o1 (stereo unspecified)
→ nt | -7% | -1% | -3%
- Cc1cccc(N2CCN(C(=O)CCn3c(=O)[nH]c4ccccc4c3=O)CC2)c1C
→ 0.2% | -9% | 10% | -5%
- CN(c1ccc(OCc2nnc(-c3ccccc3)o2)cc1)S(=O)(=O)c1ccccc1
→ ? | -17% | 6% | 5%
- Cc1cccc(CNC(=O)CSCc2cnn(-c3ccccc3)c2-n2cccc2)c1
→ 1.8% | -4%[10.9 µM] | 2% | -15%
- CCOCCCNC(=O)Cn1cc2c(n1)-c1c(oc(C(=O)N3CCCC3)c1C)CC2
→ ? | -8%[10.9 µM] | 2% | -4%
- CCn1c(SCC(=O)Nc2nc(-c3ccc(C)cc3)cs2)nnc1-c1ccccc1O
→ ? | -19% | 6% | -3%
- CC(=O)N(CC(O)CN(C(C)=O)c1c(I)c(C(=O)NC[C@@H](O)CO)c(I)c(C(=O)NC[C@@H](O)CO)c1I)c1c(I)c(C(=O)NC[C@@H](O)CO)c(I)c(C(=O)NC[C@@H](O)CO)c1I
→ 0.6%[25.6 µM] | 4%[16.8 µM] | 16%[20.6 µM] | 10%[20.6 µM]
- CCn1ccc2c(OCC(=O)NCc3ccc(F)cc3)cccc2c1=O
→ -2.0% | 7%[10.9 µM] | 15% | -4%
- COC(=O)C(NC(=O)c1ccccc1)=C(C)C
→ 1.3% | 2% | -2% | -3%
- Cc1ccc(CN(C(=O)c2ccc(F)cc2)c2ccccn2)o1
→ ? | -9%[10.9 µM] | -2% | 15%
- N#Cc1cc2c([nH]c1=S)CCCCCC2
→ nt | nt | 0% | 5%
- COCCCNC(=O)c1ccc(N(C)S(C)(=O)=O)cc1
→ -0.3% | -5% | 6% | -19%
- COC(=O)c1cc(-c2ccc(OC)c(OC)c2)n[nH]1
→ 0.1% | -27% | -8% | -20%
- CCOC(=O)C1CCN(S(=O)(=O)Cc2ccccc2)C1=O (stereo unspecified)
→ -0.1% | 7% | 2% | 0%
- Oc1c(C(c2ccccc2F)N2CCOCC2)sc2nc(-c3ccco3)nn12 (stereo unspecified)
→ -2.8% | -18%[10.9 µM] | 1% | -3%
- Cc1c(NC(=O)CCC2CCCCC2)c(=O)n(-c2ccccc2)n1C
→ 0.6% | -4% | 11% | 35%[activator]
- Cc1ccc(N2CCN(S(=O)(=O)c3nnc(NC(=O)c4ccccc4)s3)CC2)cc1
→ 0.6% | -11%[10.9 µM] | -5% | ?
- Cc1cccc(C)c1OCC(=O)NCc1nnc(SCC(=O)NC2CCCCC2C)n1C (stereo unspecified)
→ 0.6% | -2% | -6% | 14%
- COc1cc(C2CC(=O)c3c([nH]c(C(=O)OC4CCCCC4)c3C)C2)cc(OC)c1OC (stereo unspecified)
→ ? | -19%[10.9 µM] | -3% | -4%
- Fc1ccc(CSc2nc(NCc3ccccc3)c3ccccc3n2)cc1
→ ? | -6%[10.9 µM] | -3% | -30%
- CC(=O)N1CCc2c(sc(NC(=O)C3CC3)c2-c2nc3ccccc3s2)C1
→ ? | -18% | 34%[activator] | 15%
- c1ccc2c(c1)CCN2CCN1CCc2ccccc21
→ -1.2% | -13% | -8% | -9%

Filtered by structure, those above with a thiophene ring, fused or not (2)
Second line of a record – IkB signaling | Peg3 imprint | p53ts 32C tox | p53ts 39C kill
- N#Cc1c(NC(=O)c2cc3nc(-c4ccc(Br)cc4)cc(C(F)(F)F)n3n2)sc2c1CCCC2
→ -0.6% | -11%[10.9 µM] | 8% | 7%
- CC(=O)N1CCc2c(sc(NC(=O)C3CC3)c2-c2nc3ccccc3s2)C1
→ ? | -18% | 34%[activator] | 15%

Next records
Second line of a record – IkB signaling | Peg3 imprint | p53ts 32C tox | p53ts 39C kill
- COc1ccc(C(=O)NCc2nnc(SCC(=O)NCc3ccc(F)cc3)o2)cc1
→ 0.7% | -3% | 3% | -2%
- CCc1ccc(NC(=O)C(=O)NCC(c2cccnc2)N2CCc3ccccc3C2)cc1 (stereo unspecified)
→ -2.9% | -13%[10.9 µM] | -8% | -9%
- Cc1cccc(OCC(=O)NCc2ccncc2)c1C
→ -2.0% | -8% | -6% | -3%
- COc1ccccc1N1CCN(C(=O)c2nc(SC)ncc2Cl)CC1
→ -2.6% | -24%[10.9 µM] | 7% | -16%
- COCCNC(=O)c1cnn2c1NC(c1ccco1)CC2C(F)(F)F (stereo unspecified)
→ nt | nt | 8% | 14%
- COc1ccccc1NC(=O)CN1C(=O)CC(c2ccc(C)c(C)c2)=Nc2ccccc21
→ ? | -13%[10.9 µM] | ? | ?
- CCc1cccc(C)c1NC(=O)Cn1c(=O)cc(C)c2c(C)nn(-c3cccc(F)c3)c21
→ -2.9% | -5%[10.9 µM] | 3% | -16%
- O=C(Nc1nc(-c2cc3ccccc3oc2=O)cs1)c1ccco1
→ 0.8% | -2% | -2% | 3%
- C[C@@H]1CCC[C@H](C)N1NC(=O)c1ccc(Cl)c(S(N)(=O)=O)c1
→ 1.2%[25.6 µM] | ? | -6%[20.6 µM] | 9%[20.6 µM]
- Cc1cccc(NC(=O)/C(C#N)=C/c2ccco2)c1
→ 8.3% | -16%[10.9 µM] | -23% | 12%
- COc1ccc(CCNC(=O)c2ccc(CNc3c(N4CCOCC4)c(=O)c3=O)cc2)cc1OC
→ -1.4% | -4% | 2% | -12%
- O=C(COc1ccc2ccccc2c1Br)N1CCOCC1
→ -0.1% | -9% | 5% | 5%
- CCCCOCCCn1cnc2c([nH]c3cc(OC)ccc32)c1=O
→ -3.2% | -17% | -10% | 9%
- C=CCSc1nnc2c(n1)OC(c1cccnc1)Nc1ccccc1-2 (stereo unspecified)
→ 12% | -5% | 9% | 5%
- CC(NC(=O)C(C)(C)C)c1nc2ccccc2n1C (stereo unspecified)
→ -0.8% | -9% | 4% | 2%
- CN1CCN(CCCNC(=O)CCCOc2cc(=O)n(C)c3ccccc23)CC1
→ 9.2% | -14% | -1% | -4%
- CC1CCCC(C)N1C(=O)CSc1nnnn1Cc1ccccc1 (stereo unspecified)
→ 1.0% | -9% | -3% | 0%
- CN(C)S(=O)(=O)Nc1ccc(C(=O)O)cc1
→ 1.2% | -5% | -7% | 0%
- Cc1ccccc1NS(=O)(=O)c1ccc(OCC(=O)N2CCCC2)cc1
→ 2.0% | -9% | -1% | 16%
- Cc1nc2ncnn2c(C)c1CCC(=O)N1CCc2ccccc2C1
→ -0.5% | -6% | -11% | 5%
- Nc1nc2nc(-c3ccccc3)cc(=O)n2[nH]1
→ -0.4% | -43%[inhibitor][10.9 µM] | ? | ?
- O=C(NCCc1ccccc1)c1cnn(-c2ccc(F)cc2)c1-n1cccc1
→ ? | 11%[10.9 µM] | 6% | -8%
- COC(=O)C1=C(C)NC(C)=C(C(=O)OC)C1c1ccc(OC(=O)c2ccco2)cc1
→ 4.5% | -7% | 8% | -6%
- O=C(NCc1ccco1)c1sc2ccccc2c1Cl
→ nt | nt | ? | 3%
- Cc1cc(CC(C)C)n(-c2nc3ccccc3c(=O)n2OCC(=O)N(C)C)n1
→ 3.9% | -7% | -9% | -17%
- CNC(=O)Cn1nc(-c2ccc(Cl)cc2)c2ccccc2c1=O
→ -6.0% | -10%[10.9 µM] | 8% | 20%
- Cc1ccc2nc(SCC(=O)Nc3ccc(C#N)cc3)[nH]c2c1
→ ? | -2%[10.9 µM] | 1% | -23%
- CCc1[nH]c(C)c(C(C)=O)c1C
→ -0.1% | nt | -3% | -1%
- COc1ccc(CCn2nnnc2C(c2ccc(Cl)cc2)N2CCN(C)CC2)cc1OC (stereo unspecified)
→ -0.8% | 2% | -6% | -7%
- Cc1cccc(OCC(=O)N2CCN(C(=O)Cc3ccccc3)CC2)c1
→ 2.6% | -12% | 0% | 2%
- CC(=O)c1c(N)c(C#N)c(C)n1-c1ccc(Br)cc1
→ -0.4% | -4% | 4% | 9%
- CC1CCCCN1C(=O)C12CCC(C)(C(=O)C1)C2(C)C (stereo unspecified)
→ nt | nt | -13% | -12%
- O=c1oc2ccccc2cc1-c1cn2cccnc2n1
→ ? | -81%[inhibitor] | ? | ?
- CCN(CC)C(=O)c1sc2c(c1C)c(=O)n(-c1ccc(C)c(C)c1)c(=O)n2Cc1cccc(Cl)c1
→ 0.9% | -13%[10.9 µM] | 32%[activator] | 0%
- CCOc1ccc(C(=O)Nc2ccc3nc(SCC(=O)N4CCc5ccccc54)sc3c2)cc1
→ -0.9% | -22%[10.9 µM] | -7% | -7%
- CCN(CC)CCCNC(=O)c1cc(-c2ccc(Cl)cc2)on1
→ 0.2% | -7% | -26% | -26%
- CCOC(=O)N1CCN(S(=O)(=O)c2cccc3nonc23)CC1
→ 1.1% | -8% | -12% | -4%
- CC(=O)Nc1ccc(-c2cn3cccnc3n2)cc1
→ 0.3% | -20% | -24% | -27%
- Cc1ccc(Nc2c(-c3c[nH]c4ccccc34)nc3cc(C)ccn23)cc1
→ ? | 3%[10.9 µM] | -19% | ?
- Cc1oc(-c2cccc(Cl)c2)nc1CN1CCC(C(=O)NCc2ccc(F)cc2)CC1
→ ? | -16%[10.9 µM] | -13% | -26%
- CC1C(C)C(O)(c2ccccc2)CCN1C (stereo unspecified)
→ nt | nt | 5% | -4%
- COc1ccc(NC(=O)C2CCCN(S(=O)(=O)c3cn(C)cn3)C2)cc1Cl (stereo unspecified)
→ ? | -9%[10.9 µM] | 1% | -2%
- CCc1ccccc1NC(=O)N1CCN(C(=O)c2nsc3ccccc23)CC1
→ 0.4% | 17%[10.9 µM] | 12% | -5%
- CCOC(=O)CSC1=C(C#N)C(c2sccc2C)CC(=O)N1 (stereo unspecified)
→ 2.5% | -19% | -6% | -15%

As entered above:
`COc1ccc(NC(=O)C2CCCN(S(=O)(=O)c3cn(C)cn3)C2)cc1Cl` (stereo unspecified) @ p53ts 32C tox = 1%
`CCOC(=O)CSC1=C(C#N)C(c2sccc2C)CC(=O)N1` (stereo unspecified) @ Peg3 imprint = -19%

Screening data (PubChem BioAssay)
